Assay outcomes: PubChem, several laboratories
Efflux pump inh = antifungal efflux pump inhibition, Nile Red retention; S. cerevisiae Candida pump triplex; inhibition, % at 10 µM; 0.44% of 330,000 active;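 active = plate passing quality check with inhibition over a set limit, or well fluorescence over plate mean plus 4 SD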;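 also: Nile Red retained in pooled yeast measured as flow cytometry median fluorescence; 0% = buffer negative control and 100% = Enniatin B positive control; higher means more Nile Red kept so more efflux inhibition; some compounds called inactive have numbers as strong as hits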
EBNA-1 inh = blocks EBNA-1 binding to DNA. EBNA-1 DNA binding, fluorescence polarization. 0.34% of 300,000 active. inhibition, % at 14.8 µM; in the data active = inhibition above about 28%
CTSL1 counter = counter-screen for PFM18AAP inhibitors: inhibitors of F. hepatica cathepsin L1. recombinant F. hepatica cathepsin L1, Z-Leu-Arg-MCA fluorescence. 0.49% of 300,000 active. inhibition, % at 5.96 µM;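 active = inhibition above the mean of all tested compounds plus 3 SD, set per screening campaign, cut at about 17% in these data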;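 also: 0% = plate median of test compound wells and 100% = 1 µM Z-Phe-Ala-diazomethylketone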
core dimer inh = blocks dimerization of HCV core protein. 0.33% of 300,000 active. inhibition, % at 5 µM. AID 1899. TR-FRET GST/Flag-core106 dimerization, 1536-well;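 active = inhibition above the mean of all tested compounds plus 3 SD, set per screening campaign, cut at about 45% in these data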
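Material: GST/Flag-tagged HCV core106 proteins. Incubation: 4 h, 22.5 °C incubation. Read-out basis: inhibition (%) from 671 over 617 nm ratio. Measured by: TR-FRET, excitation 340 nm, emission 617 and 671 nm.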
ZTA counter = blocks Epstein-Barr virus ZTA, an EBNA-1 counter-screen; 0.15% of 320,000 active; inhibition, % at 11 µM; ZTA-DNA binding, fluorescence polarization; AID 2234; in the data active = inhibition above about 33%
Target sequence (P03206 whole entry, looked up): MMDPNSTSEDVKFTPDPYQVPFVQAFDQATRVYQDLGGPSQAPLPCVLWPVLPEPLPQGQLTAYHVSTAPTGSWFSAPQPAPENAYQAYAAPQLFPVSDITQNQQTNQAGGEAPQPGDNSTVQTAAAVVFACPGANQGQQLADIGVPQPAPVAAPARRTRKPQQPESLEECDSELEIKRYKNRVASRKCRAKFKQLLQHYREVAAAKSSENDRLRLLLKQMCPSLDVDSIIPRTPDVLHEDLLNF
PP5 inh = PP5 (human) phosphatase inhibition; P53041; purified PP5c, OMFP substrate fluorescence; inhibition, % at 6.7 µM; 0.18% of 320,000 active;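 active = inhibition above the campaign's mean inhibition across all tested compounds plus 3 SD, cut at about 9.5% in these data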;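 also: 0% = DMSO only and 100% = 100 µM cantharidin control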
Target sequence (P53041 whole entry, looked up): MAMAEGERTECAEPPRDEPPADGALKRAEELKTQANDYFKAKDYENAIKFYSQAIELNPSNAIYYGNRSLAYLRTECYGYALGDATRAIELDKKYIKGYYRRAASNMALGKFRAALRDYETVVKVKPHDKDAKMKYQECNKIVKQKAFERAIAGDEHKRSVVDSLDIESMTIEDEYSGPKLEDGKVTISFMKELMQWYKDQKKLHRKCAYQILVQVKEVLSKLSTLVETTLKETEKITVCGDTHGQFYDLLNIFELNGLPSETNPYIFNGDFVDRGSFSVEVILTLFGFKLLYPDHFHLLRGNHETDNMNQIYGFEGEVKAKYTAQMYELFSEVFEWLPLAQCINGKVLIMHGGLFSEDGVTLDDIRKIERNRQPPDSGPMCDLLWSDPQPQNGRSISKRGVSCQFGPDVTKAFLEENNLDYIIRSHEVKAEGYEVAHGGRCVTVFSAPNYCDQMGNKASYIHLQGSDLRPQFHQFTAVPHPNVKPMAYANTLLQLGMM
PP1 counter = blocks human PP1-alpha phosphatase, a PP5 counter-screen; purified PP1alpha, OMFP fluorescence; inhibition, % at 6.7 µM; 0.9% of 320,000 active;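 active = inhibition above the mean inhibition of all tested compounds plus 3 SD, computed separately for each screening campaign, cut at about 15% in these data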
Target sequence (P62136 whole entry, looked up): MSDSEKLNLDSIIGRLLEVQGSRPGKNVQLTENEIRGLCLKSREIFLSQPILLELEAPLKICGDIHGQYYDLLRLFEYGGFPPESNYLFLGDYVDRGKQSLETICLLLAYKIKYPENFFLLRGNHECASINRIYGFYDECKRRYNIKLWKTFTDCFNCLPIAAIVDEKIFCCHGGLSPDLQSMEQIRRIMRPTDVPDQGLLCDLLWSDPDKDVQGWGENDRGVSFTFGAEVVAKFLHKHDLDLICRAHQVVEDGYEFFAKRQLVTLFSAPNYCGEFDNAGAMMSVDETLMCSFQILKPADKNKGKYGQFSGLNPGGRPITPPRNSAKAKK
PREPL inh = inhibitors of human prolyl oligopeptidase-like enzyme PREPL; recombinant PREPL, fluorescence polarization activity-based probe; inhibition, % at 5.96 µM; 0.68% of 320,000 active; Q4J6C6; in the data active = inhibition above about 43%;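 also: 0% = enzyme with DMSO and 100% = wells lacking enzyme; many of its hits are not listed in these tables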
TPT1 inhibitor = inhibitors of Candida albicans tRNA 2'-phosphotransferase TPT1; recombinant caTPT1, FP RNA substrate dephosphorylation; inhibition, % at 5 µM; 0.81% of 300,000 active; AID 1962;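 active = inhibition above the mean of all tested compounds plus 3 SD, set per screening campaign, cut at about 24% in these data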;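 also: plate controls were DMSO alone for no effect and ferristatin control at 100 nM for full effect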
* marks the source's active call; other numbers are inactive results; x = no result given. The list is partial; count on the stated rates, not on these rows.

Molecule	EBNA-1 inh	PP1 counter	TPT1 inhibitor	core dimer inh	ZTA counter	CTSL1 counter	Efflux pump inh	PREPL inh	PP5 inh
CCN(Cc1ccccc1)C(=O)c1cc(S(=O)(=O)N2CCOCC2)ccc1N1CCCC1	0.4	-0.6	-0.5	2.6	10.0	-0.4	0.1	25.9	1.1
CCC(=O)N(CCC(c1ccco1)c1ccccc1OC)Cc1cccs1 (centres undefined)	16.0	1.4	5.9	8.8	10.0	1.7	-0.1	-1.9	-1.9
CCOC(=O)c1c(-c2cccs2)csc1NC(=O)c1ccco1	-7.3	-2.5	-0.8	-3.7	-5.3	0.2	-0.3	7.5	-0.2
CCN(C1CCS(=O)(=O)C1)S(=O)(=O)c1cc(C)ccc1C (centres undefined)	-7.0	-1.8	1.2	-1.3	5.7	2.2	0.1	-14.4	-1.4
COc1ccc2[nH]c(=O)c(C3c4cc(OC)c(OC)cc4CCN3C(=O)c3ccco3)cc2c1 (centres undefined)	6.7	-3.5	0.1	12.3	4.0	-3.0	0.0	3.0	-0.8
Cc1ccc2cc(CN(Cc3nnnn3Cc3ccco3)CC3CCCO3)c(=O)[nH]c2c1C (centres undefined)	6.9	2.7	-4.3	9.3	5.2	5.6	-0.1	18.5	-1.7
Cc1csc(-c2cnn(-c3ccccc3)c2NC(=O)c2cccc(C(F)(F)F)c2)n1	-9.8	3.4	-1.7	-4.6	-15.1	-1.2	0.1	-10.4	4.7
Cc1ccc(/C=N/Nc2ccc(Cl)c(C(=O)O)c2)s1	3.7	1.7	-0.4	-26.6	-1.3	1.1	0.1	3.7	-0.9
COc1ccc(-c2ocnc2C(=O)N2CCN(Cc3cccnc3)CC2)cc1	-11.4	-7.2	-4.2	1.9	-21.0	-5.3	0.0	-7.4	-0.5
COc1ccc(-n2c(SC(C)C(=O)Nc3ncc(Cl)cc3Cl)nc3ccccc32)cc1 (centres undefined)	11.8	7.0	-1.2	16.1	12.4	2.1	-0.1	4.1	2.9

Continuation:
Molecule	EBNA-1 inh	PP1 counter	TPT1 inhibitor	core dimer inh	ZTA counter	CTSL1 counter	Efflux pump inh	PREPL inh	PP5 inh
CCc1nnc(NC(=O)c2cccc(C(=O)Nc3nnc(CC)s3)n2)s1	-6.0	-4.8	-7.2	3.2	1.5	-3.0	0.1	-7.0	0.3
CCC(C(=O)NCc1ccco1)N(C(=O)CNS(=O)(=O)c1ccc(C)cc1)c1ccccc1F (centres undefined)	-1.9	1.3	2.0	2.2	-5.0	-0.1	-0.1	4.9	0.7
Cc1cc(C)c(S(=O)(=O)c2ccc(F)cc2C)c(=O)[nH]1	-7.1	2.9	-3.2	-11.6	-14.6	8.7	0.0	3.6	-10.6
O=C(CN1CCN(S(=O)(=O)c2cccs2)CC1)NCC1CCCCC1	x	1.6	x	x	-11.3	x	0.3	6.9	-1.1
COc1ccc(CNC(=O)C2CCCN2CCc2ccccc2)cc1OC (centres undefined)	-3.3	-4.8	-3.1	-0.7	5.5	-1.8	-0.1	-13.1	1.1
CC(=O)Nc1ccccc1S(=O)(=O)CC1CC1(Cl)Cl (centres undefined)	3.3	-2.0	0.1	0.4	-0.2	0.5	0.2	-4.6	2.0
CCOc1ccc2c(O)csc2c1	-26.7	-4.7	8.0	19.4	7.6	2.2	0.1	5.0	-1.9
O=S(=O)(NCc1cccnc1)c1cccc2nsnc12	4.2	-5.6	-1.8	3.4	-19.1	-6.3	0.0	-2.8	1.5
Cc1cccc(Nc2nnc(SCC(=O)c3c(N)n(C4CC4)c(=O)[nH]c3=O)s2)c1	x	7.0	x	x	1.2	x	0.3	20.7	4.2
O=C(Cn1ccc(C(F)(F)F)n1)N=Nc1c(O)[nH]c2ccc(Br)cc12	3.1	5.6	-1.2	-1.4	9.4	-3.5	-0.2	3.4	2.5

The listing continues.
Molecule	EBNA-1 inh	PP1 counter	TPT1 inhibitor	core dimer inh	ZTA counter	CTSL1 counter	Efflux pump inh	PREPL inh	PP5 inh
CCOC(=O)c1c(C)c(C(=O)NCC2CCCO2)c(C)n1C (centres undefined)	0.6	1.5	-2.2	-2.2	-8.7	-2.9	-0.2	-3.5	1.9
O=C(Nc1cccc(NC(=O)c2sc3ccccc3c2Cl)c1)c1ccco1	-1.7	-4.5	1.8	10.6	3.9	-0.8	0.1	-45.5	1.4
CCOc1ccccc1C(=O)NCc1ccco1	3.1	-0.3	-2.8	12.7	-9.6	-1.3	-0.1	4.4	0.2
COc1cccc(NC(=O)CCNC(=O)C2CCN(S(=O)(=O)c3ccc(F)cc3)CC2)c1	-0.4	-1.8	-2.1	8.7	-0.7	-0.4	-0.1	-7.4	1.4
CC(C)(C)CC(C)(C)NC1=CC(=O)OC12CCCCC2	6.1	-5.9	0.5	-1.6	6.3	2.1	-0.1	8.2	-2.9
O=C1NCCC/C1=N/Nc1ccc(F)cc1	2.4	-2.7	-4.4	-0.9	6.7	-2.0	0.0	4.1	1.2
COc1ccccc1N1C(=O)C2ON(c3ccccc3)C(c3ccc(N(C)C)cc3)C2C1=O (centres undefined)	-0.1	-0.1	-2.0	3.5	-0.8	-3.9	-0.3	5.1	5.0
CCOc1ccc(S(=O)(=O)N2CCOCC2)cc1[N+](=O)[O-]	-7.1	-6.1	5.6	-0.7	5.8	0.7	0.0	7.1	-1.2
O=C(c1ccccc1)N(Cc1ccco1)C1CCS(=O)(=O)C1 (centres undefined)	4.3	-2.4	-2.3	4.7	1.5	-0.3	0.1	-1.6	-2.5
Cc1ccsc1-c1nc(C(N)=O)c2[nH]c(=O)n(-c3ccc(Cl)cc3)c2n1	10.0	0.8	0.8	6.0	4.0	3.3	-0.1	4.8	-0.9

Next part:
Molecule	EBNA-1 inh	PP1 counter	TPT1 inhibitor	core dimer inh	ZTA counter	CTSL1 counter	Efflux pump inh	PREPL inh	PP5 inh
CCCCN1C[C@H](Cc2ccccc2)[C@@H](CC(=O)Nc2ccccc2)C1=O	6.8	-0.6	-4.0	-9.9	-16.1	-0.4	0.3	9.7	3.0
Nc1c(Cl)cc(C2=NCCn3nc4cc(C(F)(F)F)ccc4c32)cc1Cl	-12.2	2.3	4.3	-14.2	-2.5	-1.7	0.0	14.3	6.0
CCOC(=O)CSc1nc(N)c(C#N)c(-c2cccs2)c1C#N	-5.2	-2.3	1.3	4.3	13.3	6.9	0.3	12.3	4.2
C=CCn1c(SCC(=O)NCC2CCCO2)nc2scc(-c3ccccc3)c2c1=O (centres undefined)	2.9	2.9	-1.2	-1.4	3.4	0.6	-0.2	-0.7	0.0
CCOc1cccc(CN2CCCC(C(=O)c3cccc(C(F)(F)F)c3)C2)c1O (centres undefined)	-4.3	-4.7	4.1	5.7	-1.3	2.2	0.0	-3.5	6.2
CC1=CC(C)(C)N2C(=O)C3(NCCc4c3[nH]c3ccccc43)c3cc(C)cc1c32 (centres undefined)	1.6	-1.6	-1.4	3.1	-0.7	-0.1	0.1	8.6	4.3
Cc1ccc(-n2c(C)nnc2SCC(=O)N(C)C2CCS(=O)(=O)C2)cc1 (centres undefined)	x	-0.3	x	x	4.2	x	-0.1	-1.9	0.4
C=CCN1C(=O)C(CC(=O)Nc2ccc(OCC)cc2)N(Cc2ccccn2)C1=S (centres undefined)	-9.4	1.6	2.9	2.7	7.7	0.6	0.0	2.0	0.5
O=C(NCC1CCCO1)C1CCC(=O)N1Cc1ccc(F)cc1 (centres undefined)	-10.0	-0.4	0.7	3.2	-9.2	-2.2	0.9	19.7	4.2
O=C(/C=C/c1ccc(Br)cc1)NC(=O)c1ccccc1O	-9.1	-2.6	1.9	14.1	10.0	4.9	0.9	1.2	1.0

One compound at a time, as listed above:
`CC1=CC(C)(C)N2C(=O)C3(NCCc4c3[nH]c3ccccc43)c3cc(C)cc1c32` (centres undefined) across the screens: EBNA-1 inh = 1.6; PP1 counter = -1.6; TPT1 inhibitor = -1.4; core dimer inh = 3.1; ZTA counter = -0.7; CTSL1 counter = -0.1; Efflux pump inh = 0.1; PREPL inh = 8.6; PP5 inh = 4.3
`Cc1ccc(-n2c(C)nnc2SCC(=O)N(C)C2CCS(=O)(=O)C2)cc1` (centres undefined) across the screens: EBNA-1 inh = x; PP1 counter = -0.3; TPT1 inhibitor = x; core dimer inh = x; ZTA counter = 4.2; CTSL1 counter = x; Efflux pump inh = -0.1; PREPL inh = -1.9; PP5 inh = 0.4

(continued)
Molecule	EBNA-1 inh	PP1 counter	TPT1 inhibitor	core dimer inh	ZTA counter	CTSL1 counter	Efflux pump inh	PREPL inh	PP5 inh
CCN(CC)S(=O)(=O)c1ccc(C)c(NS(=O)(=O)c2cc(/C=C/C(=O)O)cc(OC)c2OC)c1	3.7	-3.6	-3.1	-0.9	-10.8	3.6	-0.2	-11.1	1.9
CCOc1cc(/C=N/n2nnnc2N)ccc1OCc1c(C)no[n+]1[O-]	3.0	6.2	-1.4	-2.4	-1.9	2.1	-0.1	-5.5	3.2
Cc1ccc(C(=O)OC(C)C(=O)Nc2ccc(S(N)(=O)=O)cc2)cc1S(=O)(=O)N1CCOCC1 (centres undefined)	-2.3	5.0	-4.0	-0.7	-9.2	-18.8	-0.1	-6.1	-0.3
Cc1cc(-n2c(SCc3ccccc3F)nc3n[nH]c(C)c3c2=N)ccc1Cl	12.2	0.1	3.0	4.0	15.5	8.3	0.7	-3.9	1.0
N=c1c(C(=O)NCCN2CCOCC2)cc2c(=O)n3ccccc3nc2n1CCc1ccccc1	-1.1	-0.9	6.3	7.5	-3.5	6.1	-0.3	35.8	2.1
CCCc1ncc(C(=O)c2ccc(OC)cc2)n1C	13.4	-1.2	0.0	2.3	4.5	-2.3	0.0	-0.2	2.1
Cc1cccc(C)c1OCCNC(=O)OCc1ccccc1	9.4	-1.9	-3.5	-0.3	10.6	0.5	0.1	-2.5	-1.1
O=c1[nH]nc(Cc2ccc(-c3ccccc3Cl)o2)c2ccccc12	14.0	2.7	5.3	23.7	8.5	5.4	0.1	-8.9	-1.1
CSc1cc(CS(=O)(=O)c2ccccc2)nc(-c2ccccc2)n1	-2.5	2.1	-6.6	3.5	0.5	-0.1	0.1	-40.6	1.2
CCc1ccc(OCC(=O)NNC(=O)c2nn(CC)c(=O)c3ccccc23)cc1	-1.6	0.7	1.1	-1.5	-14.6	-8.5	-0.1	6.8	0.3

The listing continues:
Molecule	EBNA-1 inh	PP1 counter	TPT1 inhibitor	core dimer inh	ZTA counter	CTSL1 counter	Efflux pump inh	PREPL inh	PP5 inh
C=CCSc1nc(N)c(C(=O)Nc2ccccc2OC)cc1C(=O)Nc1ccccc1	6.8	0.4	-2.3	45.9	7.8	4.5	-0.1	-5.7	1.7
O=C(NCc1ccccn1)C1CCN(S(=O)(=O)c2cc(Cl)ccc2Cl)CC1	3.4	-0.7	-5.0	-2.7	-11.4	-2.1	0.3	3.7	0.3
N#Cc1ccccc1NC(=O)CNc1ccc(Cl)c(C(F)(F)F)c1	1.1	2.6	1.8	2.6	-1.1	-0.4	-0.6	8.3	1.4
O=C(COC(=O)CNC(=O)c1ccc2c(c1)OCO2)Nc1ncc(Cl)cc1Cl	6.2	3.3	0.5	2.4	3.6	-2.9	0.0	-3.1	0.4
CCN1CCN(C(=O)c2cn(CC)c3ccc(S(=O)(=O)N(C)C)cc3c2=O)CC1	-1.9	-7.1	3.4	2.0	9.8	1.2	0.2	6.3	-0.9
CN1CCN(c2ccc(S(=O)(=O)N3CCCCC3)cc2NC(=O)c2ccc(F)cc2F)CC1	12.0	5.2	0.3	-3.6	-21.7	-0.5	-0.6	3.5	2.6
CCCCCCCNC(=O)C1CC(=O)N(C)C(=Nc2ccc(OC)cc2)S1 (centres undefined)	-1.2	1.2	-0.2	-2.0	9.6	4.1	0.2	19.9	1.7
CCN(CC)CCN(Cc1cc2cc3c(cc2[nH]c1=O)OCO3)C(=S)NCc1ccco1	-9.9	1.5	-3.8	-3.6	-17.9	-0.3	-0.1	13.4	-0.7
O=C(CN1CCN(c2ccccc2F)CC1)c1c[nH]c2ccccc12	1.6	0.7	0.5	-5.0	-15.6	-1.3	-0.2	-1.4	0.7
O=C(CSc1ncnc2nc[nH]c12)c1ccc(Cl)cc1	-5.7	1.5	1.4	1.4	3.4	-1.2	-0.2	-5.0	0.5
